# TCR act: Activators of T cell receptors: qHTS campaign. 330,000 tested, under 10 active. Potency, µM (highest dose often 9.22 µM), for inactives: at the highest dose activation of IL-2 secretion, hits mostly activators. primary human leukocytes, anti-CD3, IL-2 HTRF, 48 h; also: % of control where 0% means no effect
#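 48 hr co-incubation of compounds, a-CD3 beads and primary human leukocytes; IL-2 quantified homogeneously by HTRF with anti-IL-2 K and d2 conjugates.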
# TSHR antag: Antagonists of the Thyroid Stimulating Hormone Receptor: HTS campaign; Thyrotropin receptor (Homo sapiens), P16473; TSHR-expressing cells, TSH-stimulated cAMP HTRF, 2 h; stronger effect = lower value; activity change, negative = inhibition, % at 11.5 µM; 330,000 compounds, 0.2% hits; AID 504810, 2011;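 active = activity change below a set negative limit, meaning inhibition stronger than a set level, cut at about -70% in these data; inconclusive = activity change between two set negative limits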; also: % is scaled to controls: 0 for no effect and ±100 for the full control effect
#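 Inhibition of cAMP made by TSHR-expressing cells under TSH stimulation (4nM final, EC80; 2 h, 37 deg C) is quantified with a one-step lysis HTRF kit, anti-cAMP cryptate versus cAMP-d2.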
# Giardia killer: Small Molecules that selectively kill Giardia lamblia: qHTS. 340,000 compounds, 0.15% hits. Giardia lamblia trophozoite viability. activity change, % at 7.66 µM, hits read low. AID 540267, 2011; in the data active = activity change below about -80%; inconclusive = between about -30% and that limit;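 also: parasites exposed to compound for two days anaerobically before the ATP read; % is scaled to controls: 0 for no effect and ±100 for the full control effect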
#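 ATP-content bioluminescence gauges trophozoite survival. Cells (100/well) receive compound and incubate anaerobically for 48 hrs at 37 deg C; detection reagent follows for 15-30 min at room temperature.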
# Tb PFK block: qHTS Assay to Find Inhibitors of T. brucei phosphofructokinase; 330,000 compounds, 0.17% hits; Potency, µM (doses to about 57.5 µM), without a hit: at the top dose activity, negative = inhibition, hits mostly inhibitors; ATP-dependent 6-phosphofructokinase (Trypanosoma brucei brucei), O15648; T. brucei PFK, ADP-Glo luminescence;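 also: potency is read from the fitted curve at half-maximal effect; 0% = uninhibited 1x PFK enzyme wells and -100% = no-enzyme wells; nearly all actives have a fitted effect of over 60% in size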
# Target sequence (O15648 whole entry, looked up): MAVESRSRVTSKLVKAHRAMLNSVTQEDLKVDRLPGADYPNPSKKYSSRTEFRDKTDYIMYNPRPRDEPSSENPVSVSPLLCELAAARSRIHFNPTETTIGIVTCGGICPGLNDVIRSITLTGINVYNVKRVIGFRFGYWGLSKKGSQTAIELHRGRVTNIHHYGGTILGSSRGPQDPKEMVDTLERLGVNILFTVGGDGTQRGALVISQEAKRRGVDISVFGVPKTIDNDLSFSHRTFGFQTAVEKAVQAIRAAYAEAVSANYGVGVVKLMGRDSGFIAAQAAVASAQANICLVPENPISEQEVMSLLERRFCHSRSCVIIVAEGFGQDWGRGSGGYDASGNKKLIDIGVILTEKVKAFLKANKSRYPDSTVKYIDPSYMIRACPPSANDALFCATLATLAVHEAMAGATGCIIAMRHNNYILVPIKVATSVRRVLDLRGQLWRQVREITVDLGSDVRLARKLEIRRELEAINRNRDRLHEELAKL
#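 Activity is normalized to no-enzyme wells (full inhibition) and 1.25 nM enzyme wells (no inhibition). Reaction: 0.5 mM F6P, 0.1 mM ATP, 45 min RT, ADP-Glo luminescence; concentration-response curves fitted and classed by quality.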
# Coupling enz: qHTS Assay for Inhibitors of Fructose-1,6-bisphosphate Aldolase from Giardia Lamblia: Coupling assay counterscreen; coupling enzyme system counterscreen, AmpLite Red fluorescence; activity change, negative = inhibition, % at 58.2 µM, hits read low; 290,000 compounds, 0.67% hits; in the data active = activity change below about -30%; also: % is scaled to controls: 0 for no effect and ±100 for the full control effect
#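 Fluorescence at 525 nm excitation and 598 nm emission measured inhibition of the coupled detection system without aldolase. Compounds (at 57.5 uM final) were preincubated 10 min at room temperature with coupling enzyme reagent before a 20 min substrate/AmpLite Red step.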
# Chronic BCR inh: qHTS Assay to Find Inhibitors of Chronic Active B-Cell Receptor Signaling; AID 493014, 2011; ABC-DLBCL IkBa-CBG/CBR reporter, luminescence ratio, 4 h; 340,000 compounds, 0.05% hits; Potency, µM (titrated, usually from 46.1 µM), without a hit: at the highest dose ratio change, negative = lower green/red ratio, usual class: inhibitors; active = well fitted inhibition curve with a large enough effect in the signal ratio, with a control signal flat, not every such curve was filed as active; inconclusive = small, poorly fitted or top-dose-only effect, or effect the other way, or a change in a side signal; the % refers to the signal ratio;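 also: potency is read from the fitted curve at half-maximal effect; plate controls were basal doxycycline-induced cells for no effect and cells given 10 µM MG132 for full effect; MG132 reads +100%, hits lower the ratio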
#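 Doxycycline induced both beetle luciferases in TMD8 lymphoma cells; IKK-driven degradation limits the IkappaBalpha-fused green signal, while red luminescence normalises for cell number and nonspecific effects. Compounds tested up to 46 uM, 4 hrs.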
# GALK inhibitor: qHTS Assay for Inhibitors of Human Galactokinase (GALK); P51570; Purified GALK, Kinase-Glo residual ATP luminescence; Potency, µM (doses to about 57.5 µM), without a hit: at the top dose activity change, negative = inhibition, most hits filed as inhibitors; 270,000 compounds, 0.007% hits; AID 1868, 2009; also: potency is read from the fitted curve at half-maximal effect; % is scaled to controls: 0 for no effect and ±100 for the full control effect
# Target sequence (P51570 whole entry, looked up): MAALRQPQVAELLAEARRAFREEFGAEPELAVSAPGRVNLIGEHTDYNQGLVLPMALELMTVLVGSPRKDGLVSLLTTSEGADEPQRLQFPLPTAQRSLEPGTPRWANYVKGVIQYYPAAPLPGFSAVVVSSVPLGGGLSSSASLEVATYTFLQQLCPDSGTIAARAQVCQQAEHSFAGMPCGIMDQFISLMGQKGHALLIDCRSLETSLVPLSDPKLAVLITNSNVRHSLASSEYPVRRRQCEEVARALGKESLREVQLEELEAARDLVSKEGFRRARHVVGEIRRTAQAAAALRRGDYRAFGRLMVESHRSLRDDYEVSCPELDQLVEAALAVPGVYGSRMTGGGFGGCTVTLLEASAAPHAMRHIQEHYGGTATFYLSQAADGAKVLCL
#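 ATP-depletion format; final 35 uM ATP, 100 uM D-galactose, 5 nM enzyme; pH 8.0 HEPES/Mg2+ buffer; 60 min RT; luminescence read 10 min after detection reagent.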
# hERG WT inh: qHTS for Inhibitors of KCHN2 3.1: Wildtype qHTS; AID 720551, 2013; Voltage-gated inwardly rectifying potassium channel KCNH2 (Homo sapiens), Q12809; activity change, % at 1.84 µM; U2OS, BacMam KCNH2, thallium flux FluxOr; stronger effect = lower value; 340,000 compounds, 0.37% hits;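 active = maximum activity change below -70%; inconclusive = maximum activity change between -70% and -50%; inactive = maximum activity change above -50%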; also: % is scaled to controls: 0 for no effect and ±100 for the full control effect
#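 U2OS cells were transduced with wild-type KCNH2 virus (2.03 x 10^8 / mL) for 4 h at room temperature, then cultured overnight at 37 C. Thallium flux was read with FluxOr dye. Rate constants were normalized to DMSO controls.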
# CXXC DNA block: qHTS Fluorescence Polarization Assay for Inhibitors of MLL CXXC domain - DNA interaction | Potency, µM (top dose mostly 115 µM), for inactives: top-dose activity change, negative = inhibition, hits mostly inhibitors | 290,000 compounds, 0.037% hits | Histone-lysine N-methyltransferase 2A (Homo sapiens), Q03164 | MLL-CXXC / FITC-HOXA9 DNA fluorescence polarization; active = well fitted inhibition curve with a large enough effect in the polarisation, with a control signal flat, not every such curve was filed as active; inconclusive = small, poorly fitted or top-dose-only effect, or effect the other way, or a change in a side signal; inactive = no such curve, though single readings can be large or run the other way; the % refers to the polarisation; also: potency is read from the fitted curve at half-maximal effect
#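 Steps: dispense CXXC domain solution (7 uM) → pin compounds or unlabeled HOX-A9 DNA control → 5 min ambient → add FLSN-HOX-A9 solution (50 nM) → spin → 30 min ambient → fluorescence polarization. Tris pH 7.5/NaCl/DTT/BSA buffer.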
# AT treatment: qHTS Assay for Identifying a Potential Treatment of Ataxia-Telangiectasia. 320,000 compounds, 0.19% hits. AID 485349, 2010. […] A-T fibroblasts, KAP-1 phosphorylation AlphaLISA; neocarzinostatin DNA damage 30 min before lysis. Potency, µM (titrated, usually from 57.5 µM), for the others: top-dose activation, most hits filed as activators; also: potency is read from the fitted curve at half-maximal effect; % of control where 0% means no effect; nearly all actives have a fitted effect of over 45% in size
#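 ATM-like activity read as KAP-1 phosphorylation via AlphaLISA donor/acceptor antibody pairs after lysis and 6 hr at 25C. Cells were ATM-null patient fibroblasts ([…], hTERT), dosed 60 min, then exposed to the DSB inducer NCS for 30 min.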
# An asterisk follows results filed as active; ? = inconclusive; nt = not tested or not shown; [ ] = another dose, or the depositor's remark. Unless noted, calls follow the shape of the dose curve; as a rule, active = well fitted curve in the direction sought with a large enough effect; inconclusive = small, poorly fitted or top-dose-only effect, or another doubt; inactive = no such curve, though single readings can be large; an effect the other way counts as inactive or inconclusive.
# Values run as follows: TCR act, TSHR antag, Giardia killer, Tb PFK block, Coupling enz, Chronic BCR inh, GALK inhibitor, hERG WT inh, CXXC DNA block, AT treatment
CCOCCCNC(=O)c1c[nH]c2ccc(S(=O)(=O)Nc3cccc(OC)c3)cc2c1=O
 : -3.6%, -16.6, -4.4, -13.3%, 6.1, 9.7%, -1.0%, -4.1, -6.8%, nt
CC(C)Oc1cccc(C(=O)C2CCCN(C(=O)c3ccoc3)C2)c1 (stereo not drawn)
 : -8.4%, 3.6, 27.5, 2.1%, 3.8, -13.9%, 9.1%, 1.6, -5.6%, 5.0%
N#Cc1cc([N+](=O)[O-])ccc1NC(=O)COC(=O)C1CC2CCCC(C1)C2=O (stereo not drawn)
 : 1.6%, 30.2, -2.6, -12.5%, nt, -12.0%, nt, 6.2, nt, nt
CCOCCCNC(=O)C1CCC(=O)N1CCc1ccccc1 (stereo not drawn)
 : -2.1%, -3.6, -7.3, -1.5%, -2.5, 3.6%, -1.4%, 15.7, -1.8%, 0.0%
CCN(CC)c1ccc(C(=O)OCc2cc(=O)oc3cc(O)ccc23)cc1
 : 0.2%, -28.6, 3.4, 5.6%, 5.5, 11.2%, -3.5%, -4.9, -1.3%, 4.8%
CC(=O)Nc1sc(-c2ccccc2)nc1-c1ccccc1
 : 3.9%, -4.4, 5.5, -3.8%, 1.6, -26.9%, -0.7%, -4.1, -7.2%, 0.1%
O=C(CSC1=NCCN1)Nc1ccccc1[N+](=O)[O-]
 : -0.2%, 10.5, -22.0, -18.3%, -0.4, ?, 0.9%, -9.6, 3.8%, -1.7%
O=C(Oc1ccc(/C=N/O)cc1)c1ccccc1
 : 6.5%, -3.1, 11.8, 2.3%, 2.3, -0.5%, 1.0%, 4.5, 175.3%[activator], 5.7%
O=[N+]([O-])c1ccc(Cc2nnc(-c3ccc(F)cc3)o2)cc1
 : 6.2%, -1.7, -6.1, -21.8%, 0.2, ?, 4.4%, -14.3, 3.3%, -1.2%
CCN(CC)C(=O)c1cc2c(=O)c3cc(Cl)ccc3oc2nc1C
 : 2.4%, 25.0, 16.6, 4.9%, -4.8, 1.9%, -3.0%, 1.5, 8.6%, 8.2%
COc1ccc(-n2c(Cc3cccn3C)nnc2SCC(=O)Nc2ccccc2)cc1
 : -15.5%, -1.4, 18.2, -0.1%, 0.3, ?, -3.2%, 3.3, 10.1%, -11.3%
NS(=O)(=O)c1ccc(NC(=O)Cc2cccs2)cc1
 : nt, -3.1, 16.9, 0.4%, 4.6, 0.4%, 1.5%, -13.2, 0.5%, -5.6%
Cc1ccc(C2OCC3(CO2)COC(c2ccc(C)cc2)OC3)cc1 (stereo not drawn)
 : 2.9%[46.1 µM], 9.5, -2.5, 3.7%, 3.4, 1.6%, 1.7%, 0.3, 18.4%, 4.4%
Cc1ccc(C)c2[nH]c(=O)c(CCNC(=O)c3cccs3)cc12
 : -33.6%, -2.7, -19.1, 0.0%, 1.6, ?, nt, 8.1, 9.1%, -17.0%
O=C(c1ccc(Cl)cc1)N(Cc1ccco1)C1CCS(=O)(=O)C1 (stereo not drawn)
 : 5.0%, -4.1, -20.4, -1.3%, 3.0, -8.5%, nt, -4.0, nt, -2.3%
CCCN(CC(=O)Nc1ccccc1C)C(=O)C1CC(=O)N(Cc2ccccc2)C1 (stereo not drawn)
 : -2.1%, 15.0, 22.5, -3.0%, nt, 2.0%, nt, -10.2, nt, 5.4%
O=C(NNc1nc(-c2ccccc2)c2cc(Br)ccc2n1)c1ccc(S(=O)(=O)N2CCOCC2)cc1
 : 1.3%[46.1 µM], -12.2, -27.1, 4.8%, 4.2, 0.4%, -3.7%, 6.9, 7.6%, -5.4%
COc1ccc(/C=C/C(=O)N2CCN(c3ccccn3)CC2)cc1
 : 3.7%, -5.0, -20.2, -4.2%, nt, -2.5%, 2.7%, -5.1, 8.0%, -2.0%
N#C/C(=C\c1cccc(O)c1)C(=O)N1CCCCC1
 : 2.2%, 5.9, -12.0, 1.2%, 2.3, -0.1%, -1.6%, 1.9, -10.3%, 2.0%
O=C(O)C1CSC2(c3ccc4c(c3)OCCO4)CCC(=O)N12 (stereo not drawn)
 : -1.0%, -7.2, 15.1, -1.0%, 0.5, 0.0%, -3.2%, -0.6, -1.6%, -3.7%
O=C(O)CCC1OC(=O)C(O)=C1c1ccccc1 (stereo not drawn)
 : -0.4%, 18.1, 1.9, -2.6%, -1.0, 3.5%, 0.9%, -10.0, -12.5%, 2.7%
CCCn1nc(NS(C)(=O)=O)c2cc3cccc(C)c3nc21
 : nt, 4.7, 5.0, 0.2%, 5.7, -0.5%, 0.1%, 1.2, -1.3%, 3.6%

# 2 of the compounds above, field by field.
SMILES: COc1ccc(-n2c(Cc3cccn3C)nnc2SCC(=O)Nc2ccccc2)cc1
  TCR act = -15.5%
  TSHR antag = -1.4
  Giardia killer = 18.2
  Tb PFK block = -0.1%
  Coupling enz = 0.3
  Chronic BCR inh = ?
  GALK inhibitor = -3.2%
  hERG WT inh = 3.3
  CXXC DNA block = 10.1%
  AT treatment = -11.3%
SMILES: NS(=O)(=O)c1ccc(NC(=O)Cc2cccs2)cc1
  TCR act = nt
  TSHR antag = -3.1
  Giardia killer = 16.9
  Tb PFK block = 0.4%
  Coupling enz = 4.6
  Chronic BCR inh = 0.4%
  GALK inhibitor = 1.5%
  hERG WT inh = -13.2
  CXXC DNA block = 0.5%
  AT treatment = -5.6%

# Complete entries, quoted from the list. Values in the order: TCR act, TSHR antag, Giardia killer, Tb PFK block, Coupling enz, Chronic BCR inh, GALK inhibitor, hERG WT inh, CXXC DNA block, AT treatment
# O=C(O)C1CSC2(c3ccc4c(c3)OCCO4)CCC(=O)N12 (stereo not drawn) reads -1.0%, -7.2, 15.1, -1.0%, 0.5, 0.0%, -3.2%, -0.6, -1.6%, -3.7%
# CC(=O)Nc1sc(-c2ccccc2)nc1-c1ccccc1 reads 3.9%, -4.4, 5.5, -3.8%, 1.6, -26.9%, -0.7%, -4.1, -7.2%, 0.1%
# N#Cc1cc([N+](=O)[O-])ccc1NC(=O)COC(=O)C1CC2CCCC(C1)C2=O (stereo not drawn) reads 1.6%, 30.2, -2.6, -12.5%, nt, -12.0%, nt, 6.2, nt, nt
# O=C(Oc1ccc(/C=N/O)cc1)c1ccccc1 reads 6.5%, -3.1, 11.8, 2.3%, 2.3, -0.5%, 1.0%, 4.5, 175.3%[activator], 5.7%

# High-throughput results: PubChem, National Center for Advancing Translational Sciences (NCATS)
